# 3CLpro inhibitor: SARS-CoV 3CLpro protease inhibitors, primary screen, biochemical, quenched FRET; hit rate 0.14% among 290,000; inhibition, % at 6 µM; Replicase polyprotein 1ab (Severe acute respiratory syndrome coronavirus), P0C6X7; recombinant SARS-CoV 3CLpro, quenched FRET peptide cleavage; in the data active = inhibition above about 12%
# Anthrax LF prot: Bacillus anthracis LF protease inhibitors, primary screen, biochemical, multiplex microsphere, MLPCN library | multiplex microsphere protease cleavage assay | inhibition, % at 10 µM | hit rate 0.12% among 360,000 | AID 588501, 2011; note: plate controls were buffer without enzyme for full effect and enzyme alone for no effect
# Target sequence (P15917 whole entry, looked up): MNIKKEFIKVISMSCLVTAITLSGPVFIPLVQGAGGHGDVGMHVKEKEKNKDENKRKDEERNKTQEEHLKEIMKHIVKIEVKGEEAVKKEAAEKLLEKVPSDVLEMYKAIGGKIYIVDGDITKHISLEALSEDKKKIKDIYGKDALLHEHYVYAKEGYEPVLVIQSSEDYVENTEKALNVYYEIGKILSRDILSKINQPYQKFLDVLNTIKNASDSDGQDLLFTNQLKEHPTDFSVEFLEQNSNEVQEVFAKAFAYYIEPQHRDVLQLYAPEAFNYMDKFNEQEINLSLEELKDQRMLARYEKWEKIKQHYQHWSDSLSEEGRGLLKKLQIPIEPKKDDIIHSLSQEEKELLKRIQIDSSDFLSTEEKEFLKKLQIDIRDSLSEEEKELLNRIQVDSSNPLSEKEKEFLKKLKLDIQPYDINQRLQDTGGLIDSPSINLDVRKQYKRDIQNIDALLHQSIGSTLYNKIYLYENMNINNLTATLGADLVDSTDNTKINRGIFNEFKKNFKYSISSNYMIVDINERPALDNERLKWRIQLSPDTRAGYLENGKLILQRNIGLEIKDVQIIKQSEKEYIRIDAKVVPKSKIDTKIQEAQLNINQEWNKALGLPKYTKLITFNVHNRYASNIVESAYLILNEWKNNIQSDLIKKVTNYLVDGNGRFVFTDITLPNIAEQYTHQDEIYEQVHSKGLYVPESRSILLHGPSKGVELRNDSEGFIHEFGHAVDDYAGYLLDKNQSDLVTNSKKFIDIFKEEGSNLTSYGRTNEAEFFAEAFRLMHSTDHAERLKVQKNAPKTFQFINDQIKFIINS
# PrPC surface inh: inhibitors of human cell surface prion protein PrPC, primary screen, cell-based, TR-FRET; Major prion protein (Homo sapiens), P04156; hit rate 0.43% among 370,000; inhibition, % at 13.8 µM; TR-FRET read-out; AID 720596, 2013; in the data active = inhibition above about 24%; note: 0% = median of the test wells and 100% = reference compound wells
# CCHFV vOTU inh: CCHFV vOTU protease inhibitors, primary screen, biochemical, Pep-AMC substrate, fluorescence. inhibition, % at 11.5 µM. hit rate 0.55% among 370,000; in the data active = inhibition above about 30%; note: 0% = vehicle wells with enzyme and 100% = no enzyme wells
# Rv3671c protease: Rv3671c serine protease inhibitors, primary screen, biochemical, fluorescence polarization, M. tuberculosis H37Rv | hit rate 0.048% among 320,000 | inhibition, % at 5.96 µM | P9WHR9; in the data active = inhibition above about 38%;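 note: extracellular domain of Rv3671c used as enzyme; 0% = enzyme with DMSO and 100% = no enzyme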
# DUSP3 inh: VHR1 phosphatase inhibitors, primary screen, biochemical, absorbance, uHTS; inhibition, % at 13.3 µM; hit rate 0.52% among 290,000; Dual specificity protein phosphatase 3 (Homo sapiens), P51452; recombinant VHR phosphatase, pNPP absorbance; AID 1654, 2009; in the data active = inhibition above about 50%; note: some compounds called inactive have numbers as strong as hits
# Target sequence (P51452 whole entry, looked up): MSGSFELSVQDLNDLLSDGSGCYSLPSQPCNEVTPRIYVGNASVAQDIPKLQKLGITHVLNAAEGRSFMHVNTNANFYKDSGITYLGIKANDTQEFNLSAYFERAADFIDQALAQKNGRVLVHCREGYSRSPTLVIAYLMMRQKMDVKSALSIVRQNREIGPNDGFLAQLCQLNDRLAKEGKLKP
# BoNT F protease: BoNT/F light chain protease inhibitors, primary screen, biochemical, flow cytometry, MLPCN library; Botulinum neurotoxin type F light chain protease (Clostridium botulinum); Multiplex microsphere protease cleavage assay; inhibition, % at 10 µM; hit rate 0.22% among 360,000; in the data active = inhibition above about 35%, passing the limit was not always enough; inconclusive = no clear call, values can overlap the other calls; note: plate controls were buffer without enzyme for full effect and enzyme alone for no effect
# PriA SSB inh: inhibitors of Klebsiella pneumoniae PriA binding to SSB C-terminal tail, primary screen, biochemical, AlphaScreen; AlphaScreen SSBct-PriA binding, biotinylated peptide; inhibition, % at 33 µM; hit rate 0.6% among 430,000; PriA–SSB C-terminal tail interaction (Klebsiella pneumoniae); in the data active = inhibition mostly above about 37%, no sharp cut-off; inactive = mostly below about 20%;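 note: plate controls were negative control peptide for no effect and reference peptide for full effect; strong numbers were not always called active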
# MazEF act: activators of E. coli MazEF toxin-antitoxin RNase, primary screen, biochemical, fluorescence, uHTS; Endoribonuclease toxin MazF (Escherichia coli (strain K12)), P0AE70; activation, % at 20 µM; hit rate 0.32% among 350,000; FAM/BHQ RNA-DNA oligo cleavage fluorescence, 5 h; AID 504720, 2011; in the data active = activation above about 50%
# Target sequence (P0AE70 whole entry, looked up): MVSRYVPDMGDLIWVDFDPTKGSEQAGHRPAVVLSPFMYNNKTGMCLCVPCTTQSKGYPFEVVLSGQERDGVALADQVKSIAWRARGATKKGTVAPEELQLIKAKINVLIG
# BoNT-A LC inh2: BoNT/A light chain protease inhibitors, primary screen, biochemical, flow cytometry, MLPCN library. Botulinum neurotoxin type A light chain protease (Clostridium botulinum A str. ATCC 3502). hit rate 0.17% among 360,000. multiplex microsphere protease substrate cleavage. inhibition, % at 10 µM; note: plate controls were buffer without enzyme for full effect and enzyme alone for no effect
# * = called active by the depositor; ? = inconclusive; nt = not tested or not shown; & = joins results of further samples. Cut-off read from the data, not from the text of the source, unless noted: active = inhibition above about 30%; inconclusive = no clear call, values can overlap the other calls; inactive = below that.
SMILES,3CLpro inhibitor,Anthrax LF prot,PrPC surface inh,CCHFV vOTU inh,Rv3671c protease,DUSP3 inh,BoNT F protease,PriA SSB inh,MazEF act,BoNT-A LC inh2
COC(=O)[C@]1(Cc2ccccc2)N[C@H](c2ccc(SC3CCCCC3)c(OC)c2)[C@@H]2C(=O)N(C)C(=O)[C@@H]21,nt,-3,-3,-3,-8,nt,0,10,-1,-0.3
Cc1ccc(C(=O)CSc2nnc(-c3snnc3C)n2C2CC2)cc1,1,-2,2,-12,5,16,?,4,1,3.0
Cc1cc(NS(=O)(=O)c2ccc(NC(=O)COc3ccc(Br)cc3)cc2)nc(C)n1,0,-1,-2,18,-9,-4,6,-3,-2,0.6
COc1cc(S(=O)(=O)N2CCOCC2)ccc1NC(=O)COc1ccc(N(C)S(=O)(=O)c2ccc(C)cc2)cc1,0,0,-2,4,-6,-11,-1,0,-7,-0.6
CCC1(CC)C(=O)C2=C3C1[C@H](C(=O)OC)CC(C(=O)OC)C[C@H]3n1c(=O)n(C)c(=O)n1[C@H]2C (some centres not stated),nt,-7,5,-6,20,nt,-5,-11,14,0.1
COCc1cc(=O)n2[nH]c(C)cc2n1,0,-3,-3,7,4,25,8,-16&-9&-3,-2,-0.5
Cc1ccc(Cn2cc(C(=O)c3ccc(F)cc3)c(=O)c3cc4c(cc32)OCCO4)cc1,0,-5,3,-4,-3,4,-3,1,1,-0.2
CCSc1ccccc1C(=O)Nc1cccc(OC)c1,-1,-14,1,1,-1,34,-11,-4,-3,-1.5
O=C(NC1CCCCC1)C(c1ccccc1)N(C(=O)c1csnn1)C1CCCC1 (configuration not stated),-4,10,-1,8,3,23,9,-3,3,3.1
NC(=O)C1CCN(C(=O)c2ccc(Oc3ccccc3)cc2)CC1,-6,-2,-1,16,3,10,1,-19,6,0.2
O=C(O)C1=C[C@H](c2ccccc2)C[C@H](OCc2ccc(CO)cc2)O1,1,-8,-5,-4,3,30,-2,-12,4,-0.3
Cc1ccc([N+](=O)[O-])cc1NC(=O)C1CCN(S(C)(=O)=O)CC1,-4,-1,-4,-3,-5,5,0,-3,4,0.3
Cc1ccc(CNC(=O)C2(NC(=O)Nc3ccc(C)cc3)CCCCC2)cc1,-2,-3,5,20,-2,8,-16,-1,-8,-1.1
Cn1c(=O)oc2cc(S(=O)(=O)N3CCC(C(=O)N4CCN(c5ccccc5)CC4)CC3)ccc21,-5,-3,5,2,3,34,-3,-6,4,-0.3
COCC(C)NS(=O)(=O)c1ccc(NC(=O)c2ccccn2)cc1 (configuration not stated),-1,-8,9,4,-9,11,-4,-15,9,0.4
OCC(O)CSc1nc(-c2ccccc2)nc2c1CCC2 (configuration not stated),0,0,-2,0,6,21,-17,-4,6,-2.4
O=C(CN1C(=O)c2ccccc2S1(=O)=O)NCCc1ccccc1,2,-1,-5,6,-3,12,-2,1,4,1.2
CC/C(=N\NC(=O)Nc1ccccc1)c1ccccc1,-5,-5,-6,-3,0,0,3,nt,3,0.5
NS(=O)(=O)c1cccc(NC(=O)CCCC2CCCCC2)c1,-2,-3,0,1,-4,11,3,0,-13,0.3
CCN(CC)C(=O)CSc1nnc(CCNC(=O)OC(C)(C)C)o1,-5,0,-1,-11,2,0,-1,-9,0,-0.2
COc1cccc(NC(=O)CS(=O)(=O)Cc2nc(-c3ccc(C)cc3)oc2C)c1,3,-1,-7,17,-1,44,2,-4,1,1.6
O=S(=O)(Nc1nccs1)c1ccc(NS(=O)(=O)c2cccs2)cc1,-2,-15,2,9,-2,4,10,-2,1,6.0
Cc1nn(CC(=O)NCCN2CCOCC2)c(=O)c2ccccc12,3,2,2,-4,-5,-7,?,-10,2,0.5
O=C(CSc1nnc(-c2ccccn2)n1Cc1ccccc1)NC1CCCC1,3,1,-1,13,1,13,15,-9,10,1.0
O=C(CN(Cc1ccccc1)C(=O)CCC(=O)Nc1nccs1)NCC1CCCO1 (configuration not stated),-3,7,-5,-6,7,7,-13,-3,-37,-4.1
# New compounds follow.
SMILES,3CLpro inhibitor,Anthrax LF prot,PrPC surface inh,CCHFV vOTU inh,Rv3671c protease,DUSP3 inh,BoNT F protease,PriA SSB inh,MazEF act,BoNT-A LC inh2
CN1CCCN(C(=O)c2cccc(Br)c2)CC1,2,-4,0,8,6,8,3,-4,-1,1.3
Cc1cc(/C=C2/C(=O)N(C)C(=S)N2C)c(C)n1C1CC1,-5,-3,-10,15,2,17,-11,8,17,4.6
O=C(C[n+]1ccc(/C=N/O)cc1)NC(=O)Nc1ccccc1,nt,nt,-11,5,-10,nt,nt,nt,10,nt
NC(=Nc1ccc(N)cc1)C(N)=Nc1ccc(N)cc1,-3,-27,-20,27,-29,32,-115,42,8,-3.2
Cc1cccc(Nc2nnc(C)c(=O)n2N)c1,-4,-8,-3,7,-5,0,2,-3,3,0.4
COCCNc1cc(C)nc2cc(-c3ccc(C)cc3)nn12,-1,-1,1,-16,-3,22,-2,-3,-6,-0.3
c1ccc2c(c1)ncn2CCCCOc1ccc2c(c1)CCC2,0,-12,14,8,2,33,-14,12,-9,-2.5
O=C(COC(=O)Cc1ccc(F)cc1)NC1CCCC1,nt,0,-4,-7,-2,nt,-1,-14,0,-2.9
O=C1CN(C(=O)c2cnccn2)c2ccccc2N1,-3,-2,-5,-17,0,28,-6,-11,7,-0.3
Cc1noc(C(=O)NCc2cccnc2)c1Cl,3,2,-3,2,-7,-12,-5,-27,0,-0.6
COC(=O)c1ccc2c(c1)NC(=O)c1ccccc1S2,-3,-9,-12,-6,5,21,-14,-13,-7,0.3
CC/C(=N\Nc1nncc2ccccc12)c1ccc(F)cc1,-3,-2,-5,15,-8,19,0,nt,0,0.0
CCOC(=O)CC(C#N)c1c[nH]c2ccccc12 (configuration not stated),-6,-3,-7,4,-2,13,-4,-7,5,-0.9
O=c1cc[nH]c2cc(C(F)(F)F)ccc12,0,2,3,-8,-2,30,8,-12,-5,0.7
O=C(CC1SC(N2CCCCC2)=NC1=O)Nc1cccc(C(=O)NCc2ccccc2)c1 (configuration not stated),nt,-11,3,1,7,nt,-11,-1,-3,-0.2
C=CCn1c(SCC(=O)NCC(=O)OCC)nnc1-c1cccc(OC)c1,-4,0,6,3,-2,-24,-14,-18,-2,0.1
COc1ccc(C(C)=O)cc1CSc1ccc(S(=O)(=O)N2CCCCC2)cn1,nt,6,-3,-1,-10,nt,-2,-9,-4,0.7
CC(=O)c1cc(C)ccc1OC(=O)CCN1C(=O)C2C3c4ccccc4C(c4ccccc43)C2C1=O (configuration not stated),6,-1,7,-8,6,33,-1,-13,4,-1.6
O=C(Nc1cccc2ccccc12)c1cn(-c2ccccc2)nc1-c1cccs1,4,-7,nt,nt,-81,19,-13,-8,-6,-0.8
O=C(/C=C\Nc1ccccn1)c1ccccc1,-6,1,1,6,0,25,-8,-4,-25,0.0
CCn1c(COc2ccc(C)cc2)nnc1SCC(=O)Nc1cc(OC)ccc1OC,3,-5,7,14,3,46,3,0,4,0.8
O=C(NN1CCCCCC1)c1ccccc1F,nt,-1,-2,-3,nt,nt,14,-9,5,1.9
Cc1[nH]c2ccccc2c1C(=O)CN1CCC2(CC1)OCCO2,-4,-1,-8,10,4,20,-14,-6,0,0.4
COc1ccccc1C(CNC(=O)CNC(=O)c1cccc(Cl)c1)N1CCCC1 (configuration not stated),nt,-2,-5,-7,nt,nt,15,-8,-3,-3.9
CC(C)Oc1ccccc1OCCN(C)C,2,0,7,-10,7,-2,0,-13,-7,0.1
# Going on with the list.
SMILES,3CLpro inhibitor,Anthrax LF prot,PrPC surface inh,CCHFV vOTU inh,Rv3671c protease,DUSP3 inh,BoNT F protease,PriA SSB inh,MazEF act,BoNT-A LC inh2
Cc1cc(NC(=O)Nc2ccc(Cl)cc2)n(C(C)(C)C)n1,-4,5,2,5,3,20,-30,2,9,-4.9
CCCCNC(=S)N(C)/N=C/c1ccc(OCc2ccc(C(=O)OC)cc2)c(OC)c1,-3,0,2,-7,-5,26,-11,nt,0,-1.3
O=C(Nc1ccc([N+](=O)[O-])cc1)c1cc(-c2ccccn2)nc2c(Cl)cccc12,-7,-4,-2,-12,0,27,-6,-10,-23,0.0
COc1ccc(-c2ccc3c(c2)S(=O)(=O)c2cccc(C(=O)N4CCN(c5ccc(Cl)cn5)CC4)c2C3=O)cc1OC,nt,-1,-9,14,5,nt,-2,15,-2,1.3
CN(C)/C=C(/C(=O)c1ccc(F)cc1)S(=O)(=O)c1ccc(F)cc1,5,-5,7,-4,-3,39,-6,-16,-4,-2.0
CCN(CC(=O)Nc1ccc(NC(C)=O)cc1)C(=O)c1cc(S(=O)(=O)N2CCCCCC2)ccc1OC,nt,1,-8,-4,3,nt,5,-5,3,0.7
Nc1nc(-c2ccccc2)c(-c2ccccc2)n1N,-1,8,0,1,-1,-20,14,-11,-18,11
CCn1c(SCC(=O)Nc2ccc(OCc3ccccc3)cc2)nnc1-c1ccco1,nt,2,5,7,-6,8,-8,3,3,0.1
Cc1cc(NC(=O)CSc2ccc3nnc(-c4ccccc4)n3n2)no1,0,-22,-7,-5,-5,-20,7,3,4,1.0
Cc1ccccc1C(=O)NC1CC2CCCC(C1)N2Cc1ccc(Cl)cc1 (configuration not stated),3,-1,-14,-2,3,15,3,-4,4,1.3
COc1ccc(CN2CCN(CC(O)Cn3c4ccccc4c4ccccc43)CC2)cc1 (configuration not stated),-7,-1,-9,4,-9,9,-4,29,0,-0.8
C=CCn1c(O)c(/C(C)=N/N2CCN(C)CC2)c(=O)[nH]c1=O,3,-4,-6,11,4,4,?,nt,-3,-2.4
O=C(CNC(=O)c1ccc(Br)o1)NCC1CCCCC1,nt,-1,-3,2,-7,nt,-2,7,7,3.9
COc1ccc(C2=NOC(C(=O)NC(C)(C)C)C2)cc1 (configuration not stated),3,-2,6,-5,-10,7,1,-14,2,1.3
COc1ccc(C(=O)Nn2cnnc2)c(OC)c1,5,0,-1,-1,1,20,0,-3,-1,1.0
Cn1nccc1C(=O)Nn1cnnc1,-1,3,-5,5,4,32,3,-9,-3,-0.3
O=C(COC(=O)c1cccnc1Cl)NCC1CCCO1 (configuration not stated),6,3,0,1,4,5,-4,3,8,-0.5
COc1cccc(CN2CC(C(=O)NC3(c4ccccc4)CC3)CCC2=O)c1 (configuration not stated),1,-2,3,2,-7,6,5,-7,-6,1.1
O=S(=O)(Nc1cccc(-c2cn3cccnc3n2)c1)c1ccc(-c2ccccc2)cc1,2,3,4,-9,-130,13,-7,5,-6,0.3
CCN1CCN(C(=O)CCc2nc3ccccc3c(=O)[nH]2)CC1,-1,0,2,10,-6,18,6,-14,8,-0.1
O=C(O)c1cnn2c1NC(c1ccc(F)cc1)CC2C(F)(F)F (configuration not stated),1,-1,2,7,0,-15,-4,-3,4,0.6
C#CCNC(=O)C[C@@H]1C[C@@]2(C(=O)OC)CCCCC=C2N(CCCCCCCC)C1=O,nt,4,0,21,nt,nt,3,nt,nt,-1.2

# Ordered by number of heavy atoms (lowest first): 3 of the compounds above
SMILES,3CLpro inhibitor,Anthrax LF prot,PrPC surface inh,CCHFV vOTU inh,Rv3671c protease,DUSP3 inh,BoNT F protease,PriA SSB inh,MazEF act,BoNT-A LC inh2
O=C(CNC(=O)c1ccc(Br)o1)NCC1CCCCC1,nt,-1,-3,2,-7,nt,-2,7,7,3.9
C=CCn1c(O)c(/C(C)=N/N2CCN(C)CC2)c(=O)[nH]c1=O,3,-4,-6,11,4,4,?,nt,-3,-2.4
CCn1c(SCC(=O)Nc2ccc(OCc3ccccc3)cc2)nnc1-c1ccco1,nt,2,5,7,-6,8,-8,3,3,0.1

# A portion of the library; the hit share may differ from the screen's.
